Screens as filed in PubChem.
BoNT A protease: blocks Botulinum neurotoxin A light chain protease; multiplex microsphere protease substrate cleavage, flow cytometry; inhibition, % at 10 µM; 0.17% of 360,000 active; AID 588499; further: plate controls were buffer without enzyme for full effect and enzyme alone for no effect
PfHsp40 rescue: rescue of PfHsp40-mediated yeast toxicity | 0.68% of 340,000 active | growth rescue, % at 12.5 µM | S. cerevisiae expressing PfHsp40, growth rescue, ATP luminescence; in the data active means growth rescue above about 28%, passing the limit was not always enough; inconclusive means no clear call, values can overlap the other calls;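 further: yeast W303a lacking pdr1 and pdr3 grown in galactose medium; growth measured after three days at 30 °C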
Y pestis TopoI: inhibitors of Yersinia pestis topoisomerase I; 0.064% of 360,000 active; activity, % at 10 µM; Y. pestis Topo-I cleavage product accumulation, plate reader; AID 504884; in the data active means activity above about 50%, passing the limit was not always enough; inconclusive means no clear call, values can overlap the other calls; further: inactives centre near 2
Anthrax LF inh2: inhibitors of Bacillus anthracis lethal factor protease; P15917; multiplex microsphere protease cleavage assay, LF; inhibition, % at 10 µM; 0.12% of 360,000 active; AID 588501; further: plate controls were buffer without enzyme for full effect and enzyme alone for no effect
Target sequence (P15917 whole entry, looked up): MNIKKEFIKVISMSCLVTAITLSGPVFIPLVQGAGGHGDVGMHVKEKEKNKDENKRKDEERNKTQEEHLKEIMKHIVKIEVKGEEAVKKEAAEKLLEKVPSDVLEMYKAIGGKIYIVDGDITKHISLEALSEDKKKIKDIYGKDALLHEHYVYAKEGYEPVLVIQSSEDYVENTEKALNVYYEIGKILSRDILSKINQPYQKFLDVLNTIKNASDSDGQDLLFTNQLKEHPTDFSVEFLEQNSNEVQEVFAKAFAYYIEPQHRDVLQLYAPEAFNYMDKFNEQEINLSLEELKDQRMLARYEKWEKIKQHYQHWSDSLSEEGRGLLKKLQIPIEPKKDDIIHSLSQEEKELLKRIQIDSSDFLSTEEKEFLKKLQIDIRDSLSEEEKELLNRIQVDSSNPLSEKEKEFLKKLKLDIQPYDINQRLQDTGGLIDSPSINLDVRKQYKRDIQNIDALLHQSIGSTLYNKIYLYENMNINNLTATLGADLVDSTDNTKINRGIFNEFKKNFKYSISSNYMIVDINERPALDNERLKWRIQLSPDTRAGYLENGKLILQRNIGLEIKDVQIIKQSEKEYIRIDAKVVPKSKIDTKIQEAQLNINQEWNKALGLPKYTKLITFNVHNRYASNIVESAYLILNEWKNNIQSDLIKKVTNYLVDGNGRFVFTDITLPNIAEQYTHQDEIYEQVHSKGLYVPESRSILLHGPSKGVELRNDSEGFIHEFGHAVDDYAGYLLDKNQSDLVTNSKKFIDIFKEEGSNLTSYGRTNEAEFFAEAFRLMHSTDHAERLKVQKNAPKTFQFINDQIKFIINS
TcdB GH inh: inhibitors of Clostridioides difficile toxin B glycohydrolase; 0.24% of 350,000 active; AID 652162; TcdB glycohydrolase enzymatic assay, plate reader; P18177; inhibition, % at 9.99 µM; in the data active means inhibition above about 10%
SARS 3CLpro inh: SARS-CoV 3CLpro protease inhibition | inhibition, % at 6 µM | P0C6X7 | recombinant SARS-CoV 3CLpro, quenched FRET peptide cleavage | 0.14% of 290,000 active; in the data active means inhibition above about 12%
PrPC TRFRET: cell surface PrPC inhibition, primary TR-FRET screen. P04156. TR-FRET read-out. inhibition, % at 13.8 µM. 0.43% of 370,000 active; in the data active means inhibition above about 24%; further: 0% = median of the test wells and 100% = reference compound wells
PriA SSB inh: inhibitors of Klebsiella pneumoniae PriA binding to SSB C-terminal tail; AlphaScreen SSBct-PriA binding, biotinylated peptide; 0.6% of 430,000 active; inhibition, % at 33 µM; in the data active means inhibition mostly above about 37%, no sharp cut-off; inactive means mostly below about 20%;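 further: plate controls were negative control peptide for no effect and reference peptide for full effect; strong numbers were not always called active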
Vc quorum ag: inducers of Vibrio cholerae quorum light production without autoinducers; V. cholerae BH1578 lux reporter, luminescence, 6 h; 0.16% of 350,000 active; AID 588436; activation, % at 18.7 µM; in the data active means activation mostly above about 9.7%, no sharp cut-off; inconclusive means no clear call, values can overlap the other calls; inactive means mostly below about 3.7%; further: not every result past the cut was called active; inactives centre near 0; reference of the scale not given here
* hit, by the source's call; i = inactive; ? = inconclusive; . = not tested or not shown. Unless noted, no stated cut-off is given here; in the data, active means inhibition above about 30%; inconclusive means no clear call, values can overlap the other calls; inactive means below that. Some of the compounds tested; count on the stated rates, not on these rows.

compound,TcdB GH inh,PrPC TRFRET,Anthrax LF inh2,SARS 3CLpro inh,PfHsp40 rescue,Vc quorum ag,PriA SSB inh,BoNT A protease,Y pestis TopoI
Cn1c(Cc2ccccc2)nnc1SCC(=O)N1CCN(c2ccccc2)CC1,.,0,4,-2,0.2,-3.6,-2,0.8,15
Cn1c(-c2ccccc2)cc(=NNS(C)(=O)=O)c2cc(S(=O)(=O)O)ccc21,-37,-7,-1,.,.,i,.,-0.2,-6
Cc1nc(-c2ccc(S(=O)(=O)Nc3cc(F)ccc3F)cc2)co1,0.7,-5,-3,1,1.8,-2.1,-6,1.5,-4
O=C(Nc1ccc(-c2nc3ccccc3[nH]2)cc1)c1ccccc1NS(=O)(=O)c1ccc(F)cc1,.,7,1,0,1.0,0.1,1,-0.1,-1
Cc1c(Br)c([N+](=O)[O-])nn1CCCC(=O)Nc1c(C)n(C)n(-c2ccccc2)c1=O,2.3,-12,-1,6,-0.1,0.9,-7,0.8,5
Cc1ccsc1/C=N/n1c(-c2ccco2)n[nH]c1=S,.,-8,3,-4,9.2,-1.2,.,0.2,-3
CCOC(=O)COc1c(OC)cc(Cl)cc1C1NC(=O)NC(C)=C1C(C)=O (stereo unspecified),.,0,-2,7,-0.1,-7.0,-13,-0.2,9
COc1ccc(CCNC(=O)c2ccc(NS(=O)(=O)c3ccc4[nH]c(=O)[nH]c4c3)cc2)cc1OC,-3.0,-6,2,0,-0.5,-1.7,-15,1.6,-1
COc1cccc(C(C[N+](=O)[O-])c2c(C)[nH]n(-c3ccccc3)c2=O)c1 (stereo unspecified),1.7,5,1,4,-0.2,i,0,-0.9,-3
O=C(Nc1nncs1)c1cc(-c2ccncc2)nc2ccc(Cl)cc12,1.4,0,4,-3,-0.8,i,-4,2.0,6
COC(=O)C1CCCN1C(=O)C1CCCN1C(=O)CNC(=O)OCc1ccccc1 (stereo unspecified),.,-1,2,3,2.3,-0.5,0,-1.0,-5
COc1ccc(N=c2oc3cc(O)ccc3cc2C(=O)Nc2ccccn2)cc1OC,0.9,6,-3,2,0.4,.,3,-0.5,-14
CN(Cc1cccs1)C(=O)Cn1cnc2cc([N+](=O)[O-])ccc2c1=O,6.7,-39,4,-1,-0.7,i,5,0.2,-18
NC(=S)NN=Cc1nccc2c(C(F)(F)C(F)(F)C(F)(F)F)cccc12,0.2,28*,4,.,.,i,.,0.2,-1
COc1ccccc1NC(=O)C1CCCN1S(=O)(=O)c1cccc2nsnc12 (stereo unspecified),.,.,1,-2,1.7,-0.3,-6,-3.2,8
Cn1nc(C(=O)Nc2ccc3c(c2)OCCO3)c2ccccc2c1=O,0.2,1,3,.,0.3,-1.3,-2,-0.6,1
Cc1c(-n2cc(C(=O)O)c(=O)c3cc(F)c(N4CCCC4)c(F)c32)c(=O)n(-c2ccccc2)n1C,.,-1,3,.,-1.5,i,-5,-1.4,-3
CCS(=O)(=O)N1CCC(C(=O)Oc2ccc(C)c(C)c2)CC1,-0.6,-2,-22,1,-0.5,-0.6,-12,-2.4,6
NC(=O)CC(NC(=O)c1ccccc1)c1ccc(NC2CCCC2)c([N+](=O)[O-])c1 (stereo unspecified),1.1,-5,0,.,0.8,-0.4,-15,0.0,5
O=C(CCCn1c(=O)c2cccn2c2cccnc21)NCCc1ccc(Cl)cc1,0.8,0,-2,2,-0.6,i,-9,1.7,1
NC(=O)CC(NC(=O)c1cccc(Br)c1)c1ccc(N2CCCCCC2)c([N+](=O)[O-])c1 (stereo unspecified),0.6,7,-5,4,-1.0,i,18,-0.4,22
CC(C)(C)OC(=O)N/N=C/c1cccc([N+](=O)[O-])c1,1.0,-19,-9,6,0.3,-0.5,.,0.2,-2
CCOC(=O)C(=N/O)/C(C)=N/NC(=O)C(=O)Nc1cc(Cl)ccc1Cl,3.1,3,-6,1,-0.6,-0.9,.,-0.9,-2
COC(=O)c1cc(S(=O)(=O)NCc2ccc(Br)cc2)c[nH]1,0.5,7,2,4,-0.4,i,15,1.2,1
COc1ccccc1NC(=O)CN1CCN(c2ccccc2OC)CC1,0.7,-1,2,0,-0.8,i,-1,0.1,-7
c1ccc(C2N3CCCN23)cc1 (stereo unspecified),.,5,-3,-1,0.4,i,-4,-0.5,-7
COc1ccccc1C1CCN(c2ccc(CO)cc2[N+](=O)[O-])CC1,0.6,-8,-3,3,2.5,i,26,-0.5,-12
COc1ccc(C)cc1NC(=O)C(Sc1nnnn1C)c1ccccc1 (stereo unspecified),-0.2,1,2,1,0.9,i,-7,-0.9,-8
C=C(CN(C)C)C(=O)c1ccc(OC2OC(COC(C)=O)C(OC(C)=O)C(OC(C)=O)C2OC(C)=O)cc1 (stereo unspecified),0.7,-7,-8,.,-0.3,i,0,0.1,24
COC(C[C@H]1O[C@@H]1[C@@H](O)COCc1ccccc1)OC,1.9,5,4,.,-0.8,-2.1,7,0.0,-4
O=C(CSCc1cccs1)N1CCCC1,.,-8,-9,0,-1.6,.,-1,0.9,0
COc1ccc(C(C(=O)NC2CCCC2)N2CCc3ccccc32)cc1 (stereo unspecified),-0.5,5,?,5,0.3,-0.1,-4,?,-2
O=C(c1cc(C2CC2)on1)N1CCCC(N2CCN(c3ccc(F)cc3)CC2)C1 (stereo unspecified),1.0,-1,-3,-2,-0.8,0.9,-6,1.3,6
Cc1ccc(NC(=O)N2CCN(C(=O)C3CCCO3)CC2)cc1 (stereo unspecified),0.4,-5,6,1,-1.6,-0.8,-18,5.9,7
C[C@H](NC(=O)c1nc[nH]c1C(=O)N1CCc2ccccc2C1)C(=O)OCc1ccccc1,0.9,3,2,.,0.4,-0.6,-14,-0.7,11
COc1cc2c(cc1NC(=S)NC(=O)c1c(OC)cccc1OC)oc1ccccc12,-0.2,-6,0,2,-1.1,-0.3,-3,0.7,5
CC1(C)Cc2c(sc3nc(SCC(=O)NCc4ccco4)n(-c4ccccc4)c(=O)c23)CS1,.,-3,-2,6,-0.6,1.1,7,-0.1,-5
CC(C)C[C@@H](NC(=O)C1CCC(CNC(=O)[C@@H]2CCCN2C(=O)OC(C)(C)C)CC1)C(=O)O (stereo partly specified),1.1,-4,-8,-1,-1.0,i,0,-1.7,1
Cc1cccc(OCc2ccc(C(=O)N3CCOCC3)o2)c1,0.8,1,1,8,-2.1,i,-15,-0.8,0
CCC1=NN(C(=O)Cc2ccc([N+](=O)[O-])cc2)C(O)(C(C)(C)C)C1 (stereo unspecified),-0.1,-11,-1,1,0.2,-3.0,-11,-0.6,0
CC(C)=N/N=C(\c1cccc([N+](=O)[O-])c1)C12CN3CN(CN(C3)C1)C2,.,-3,-3,2,-0.7,i,.,-0.5,-6
CCOC(=O)Cc1csc(N/N=C\c2cccc(Br)c2)n1,0.3,7,-2,-3,-0.2,-3.1,.,0.4,2
O=C(NCc1ccccc1)C(c1ccc(Cl)cc1)N(C(=O)c1csnn1)C1CC1 (stereo unspecified),-0.2,-1,0,-2,1.5,i,-7,-0.5,16
N#Cc1ccc(CSc2ncccn2)cc1,0.3,-2,-8,-6,6.2,-1.2,-20,-4.2,6
CC1(c2ccc(Cl)cc2Cl)NC(=O)N(CC(=O)Nc2cccnc2Cl)C1=O (stereo unspecified),0.0,-2,5,.,0.4,-5.1,-9,4.6,1
Cc1ccc(NCc2nnc(SCC(=O)Nc3cc(C)on3)n2C)cc1,.,4,-8,-2,4.2,0.3,-9,0.0,4
CCc1nnc(NS(=O)(=O)c2ccc(N/C=C(\C=O)c3nc4cc(Cl)ccc4o3)cc2)s1,-0.2,8,2,0,-0.3,1.7,-1,0.5,17
C/C(=N/NC(=O)CN1CCN(Cc2ccccc2Cl)CC1)c1ccco1,-0.6,-6,7,1,-1.1,-0.3,.,-1.0,8
CN(CC(=O)Nc1ccc(Cl)cc1)C(=O)CN1C(=O)C2CCCCC2C1=O (stereo unspecified),0.6,13,-9,.,.,0.2,.,0.0,0
COc1ccccc1C1CC(c2ccc(Cl)cc2Cl)Nc2nc(N)nn21 (stereo unspecified),1.1,-5,1,0,0.5,-0.2,7,-0.5,15
Cc1ccc(Nc2nc(COC(=O)C3CC3)cs2)cc1,1.9,-3,-3,3,-0.7,i,7,-0.8,6
N#CC1=CC2CN(Cc3ccccc3)C1C1C(=O)N(c3ccccc3)C(=O)C21 (stereo unspecified),0.0,-1,0,.,-0.1,.,-26,-0.9,3

Part of the list above, set out differently.
Order of results – TcdB GH inh | PrPC TRFRET | Anthrax LF inh2 | SARS 3CLpro inh | PfHsp40 rescue | Vc quorum ag | PriA SSB inh | BoNT A protease | Y pestis TopoI
CCC1=NN(C(=O)Cc2ccc([N+](=O)[O-])cc2)C(O)(C(C)(C)C)C1 (stereo unspecified)
 : -0.1 | -11 | -1 | 1 | 0.2 | -3.0 | -11 | -0.6 | 0
CC(C)=N/N=C(\c1cccc([N+](=O)[O-])c1)C12CN3CN(CN(C3)C1)C2
 : . | -3 | -3 | 2 | -0.7 | i | . | -0.5 | -6
CCOC(=O)Cc1csc(N/N=C\c2cccc(Br)c2)n1
 : 0.3 | 7 | -2 | -3 | -0.2 | -3.1 | . | 0.4 | 2
O=C(NCc1ccccc1)C(c1ccc(Cl)cc1)N(C(=O)c1csnn1)C1CC1 (stereo unspecified)
 : -0.2 | -1 | 0 | -2 | 1.5 | i | -7 | -0.5 | 16
N#Cc1ccc(CSc2ncccn2)cc1
 : 0.3 | -2 | -8 | -6 | 6.2 | -1.2 | -20 | -4.2 | 6
CC1(c2ccc(Cl)cc2Cl)NC(=O)N(CC(=O)Nc2cccnc2Cl)C1=O (stereo unspecified)
 : 0.0 | -2 | 5 | . | 0.4 | -5.1 | -9 | 4.6 | 1
Cc1ccc(NCc2nnc(SCC(=O)Nc3cc(C)on3)n2C)cc1
 : . | 4 | -8 | -2 | 4.2 | 0.3 | -9 | 0.0 | 4
CCc1nnc(NS(=O)(=O)c2ccc(N/C=C(\C=O)c3nc4cc(Cl)ccc4o3)cc2)s1
 : -0.2 | 8 | 2 | 0 | -0.3 | 1.7 | -1 | 0.5 | 17
C/C(=N/NC(=O)CN1CCN(Cc2ccccc2Cl)CC1)c1ccco1
 : -0.6 | -6 | 7 | 1 | -1.1 | -0.3 | . | -1.0 | 8
CN(CC(=O)Nc1ccc(Cl)cc1)C(=O)CN1C(=O)C2CCCCC2C1=O (stereo unspecified)
 : 0.6 | 13 | -9 | . | . | 0.2 | . | 0.0 | 0
